# GPR7 antag = human neuropeptides B/W receptor 1 antagonism. P48145. GPR7-expressing cells, fluorescence antagonist assay. inhibition, % at 4.4 µM. 290,000 compounds, 1.1% hits; in the data active means inhibition above about 16%, passing the limit was not always enough;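 further: cells stimulated with the agonist NPW; 0% = agonist with vehicle and 100% = vehicle without agonist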
# GalR3 antag = blocks the human galanin receptor 3; O60755; HEK293 GalR3-CNG cAMP membrane potential fluorescence; galR3 body fused to GalR1 C-terminus; 360,000 compounds, 0.44% hits; inhibition, % at 3 µM;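 active means inhibition above the screen-wide average plus 3 SD, cut at about 13% in these data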;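 further: forskolin and galanin both at EC90 stimulate the cells; cAMP rise reported by CNG channel membrane potential dye signal; 0% = forskolin plus galanin with DMSO and 100% = forskolin alone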
# MEKK2 mut-MEK5 = signal of MEK5 binding to mutant human MEKK2 PB1 domain; bead flow cytometry, Alexa488-MEK5 binding to MEKK2 mutant; percent response, % at 10 µM; 290,000 compounds, 0.35% hits; AID 1530; in the data active means percent response above about 24%, passing the limit was not always enough; further: inactives centre near 1; some results filed as inactive read as strong as hits
# MEKK2 WT-MEK5 = raises or lowers MEK5 binding to wildtype human MEKK2 PB1 domain. bead flow cytometry, Alexa488-MEK5 binding to MEKK2 WT; actives lie on both sides. 290,000 compounds, 1.1% hits. binding response (% of control), % at 10 µM. Q9Y2U5; in the data active means binding response below about 67% or above about 130%
# PfM18AAP inh = PfM18AAP enzyme inhibition; recombinant PfM18AAP, H-Glu-NHMec fluorogenic cleavage; inhibition, % at 7.35 µM; 290,000 compounds, 1.2% hits;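 active means inhibition above the campaign mean inhibition over all tested compounds plus 3 SD, cut at about 28% in these data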;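 further: 0% = plate median of test compound wells and 100% = 2 mM ZnCl2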
# OXTR potentiator = potentiates the human oxytocin receptor response; activation, % at 3 µM; 320,000 compounds, 0.061% hits; P30559; CHO-OTR cells, Fluo-8 calcium fluorescence, potentiator mode; 0% = oxytocin EC15, 100% = EC100; AID 2445;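 active means activation above that plate's cutoff, the mean activation of tested compounds plus 3 SD, cut at about 6.6% in these data, passing the limit was not always enough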;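 further: 100% uses oxytocin at 75 nM as the full agonist control; some results filed as inactive read as strong as hits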
# Target sequence (P30559 whole entry, looked up): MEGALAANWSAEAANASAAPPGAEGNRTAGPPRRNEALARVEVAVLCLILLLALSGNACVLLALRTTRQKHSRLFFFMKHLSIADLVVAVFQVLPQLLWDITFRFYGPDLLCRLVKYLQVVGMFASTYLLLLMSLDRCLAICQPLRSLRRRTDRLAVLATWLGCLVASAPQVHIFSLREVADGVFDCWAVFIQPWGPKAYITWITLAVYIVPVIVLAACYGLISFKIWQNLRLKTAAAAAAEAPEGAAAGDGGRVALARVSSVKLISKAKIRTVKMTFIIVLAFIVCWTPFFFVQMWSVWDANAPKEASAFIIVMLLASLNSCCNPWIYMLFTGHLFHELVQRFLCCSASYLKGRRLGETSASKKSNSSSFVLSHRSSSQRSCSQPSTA
#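 Material: CHO-OTR cells, human receptor; compound dosing: single dose, 3.0 µM nominal final compound concentration; schedule: 6 min compound pre-incubation at room temperature, 100 s kinetic read; measured by: kinetic Fluo-8 calcium fluorescence; read-out basis: % activation vs EC15 and EC100 oxytocin; controls: EC15 oxytocin alone as 0%, 75 nM oxytocin as 100%; replicates: singlicate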
# NALP1 inh = blocks the NALP1 inflammasome reconstituted in yeast | S. cerevisiae NALP1/ASC/caspase-1 growth, X-gal OD620, 72 h | inhibition, % at 10 µM | 280,000 compounds, 0.61% hits; in the data active means inhibition mostly above about 24%, no sharp cut-off; inactive means mostly below about 32%; further: some compounds called inactive have numbers as strong as hits
# OXTR ag = activates the human oxytocin receptor; 320,000 compounds, 0.32% hits; P30559; CHO-OTR cells, Fluo-8 calcium fluorescence; normalized: DMSO 0%, oxytocin 100%; AID 2435; activation, % at 3 µM;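 active means activation above the mean of all tested compounds plus 3 SD, cutoff set per screening run, cut at about 20% in these data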;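 further: peak over basal fluorescence ratio from a 100 s FLIPR kinetic read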
# V1R ag counter = V1a receptor agonism, counter-screen for OXTR agonists. P37288. CHO-V1R cells, Fluo-8 calcium fluorescence, agonist mode; 0% DMSO, 100% 3 nM vasopressin. activation, % at 3 µM. 320,000 compounds, 0.25% hits;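 active means activation above the mean activation of all tested compounds plus 3 SD, per screening run, cut at about 20% in these data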;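 further: signal is peak over basal fluorescence ratio across a 100 second FLIPR read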
# Target sequence (P37288 whole entry, looked up): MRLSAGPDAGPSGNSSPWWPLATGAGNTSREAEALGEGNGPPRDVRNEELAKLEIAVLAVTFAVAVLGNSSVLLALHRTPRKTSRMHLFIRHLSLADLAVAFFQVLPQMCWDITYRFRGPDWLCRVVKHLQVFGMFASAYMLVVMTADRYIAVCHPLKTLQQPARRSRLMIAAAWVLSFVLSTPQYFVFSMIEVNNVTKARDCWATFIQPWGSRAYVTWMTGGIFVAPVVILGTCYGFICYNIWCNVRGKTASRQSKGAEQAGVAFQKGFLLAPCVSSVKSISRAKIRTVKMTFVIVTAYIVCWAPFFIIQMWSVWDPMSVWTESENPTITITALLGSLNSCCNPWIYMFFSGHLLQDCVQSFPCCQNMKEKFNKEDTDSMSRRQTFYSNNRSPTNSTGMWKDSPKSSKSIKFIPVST
# * hit, by the source's call; . = not tested or not shown.
SMILES,GPR7 antag,GalR3 antag,MEKK2 mut-MEK5,MEKK2 WT-MEK5,PfM18AAP inh,OXTR potentiator,NALP1 inh,OXTR ag,V1R ag counter
Cc1cc(S(=O)(=O)N2CCOCC2)ccc1OCC(=O)Nc1ccccc1F,-2,-9,-6,97,-2,-9,10,0.3,0.2
CS(=O)(=O)N(CCc1ccccc1)CC(=O)Nc1ccccc1,-3,0,-3,94,-6,-7,17,0.3,0.6
Cc1cccc(NC(=O)C2CCN(S(=O)(=O)c3c(C)[nH]c(=O)[nH]c3=O)CC2)c1,-11,-1,-3,92,5,1,30,-0.3,-0.4
Cn1c(=O)c2c(nc(NCc3ccco3)n2CC(O)CO)n(C)c1=O (stereo unspecified),-7,5,-5,104,-10,-6,-1,0.4,-0.3
COc1cc2c(cc1OC)CN(C(=O)Nc1ccccc1Cl)CC2,3,-8,1,101,-2,-5,2,0.4,1.7
Cc1ccc(S(=O)(=O)N(C)C)cc1NC(=S)NC1CCCC(C)C1C (stereo unspecified),9,-9,1,103,-6,-7,24,2.5,8.0
CC1(C)CC(=O)C2=C(C1)OC(N)=C(C#N)C2C1C=CCCC1 (stereo unspecified),-6,-1,2,108,-1,0,19,4.8,1.1
COc1ccc2sc(-c3ccccc3OC)c(-c3ccc4c(c3)OCCO4)c2c1,.,-3,.,.,.,-6,.,1.0,0.6
CC(C)NC(=O)C1CCN(C2CCN(C(=O)Cc3ccc4c(c3)OCO4)CC2)CC1,-4,-2,-10,90,-8,-10,17,1.0,0.1
Cc1ccc(NS(=O)(=O)c2ccc3c(c2)NC(=O)C(C)C(=O)N3)c(Br)c1 (stereo unspecified),-6,.,-1,99,3,-5,10,0.2,-0.7
O=C(CC(c1ccccc1)c1ccccc1)NCC1CCCO1 (stereo unspecified),8,-3,-1,100,5,-12,9,-0.9,-0.9
CC1CCCN(CCCNC(=O)c2nn(C)c3c2CS(=O)(=O)c2ccccc2-3)C1 (stereo unspecified),-10,0,4,102,-3,-5,6,1.4,0.4
O=C1NC(=O)/C(=C\c2ccsc2)N1,8,-4,.,.,-10,-4,9,0.6,7.8
C/C=C(/C)C(=O)OC1c2c(ccc3ccc(=O)oc23)OC(C)(C)C1OC(C)=O (stereo unspecified),1,-8,2,85,7,-9,11,0.1,3.3
O=C1OCCC1Sc1nc2cc(Cl)ccc2s1 (stereo unspecified),-7,0,4,99,-5,1,-8,-1.0,-0.9
CC(=O)C1=C(O)CCC1=N,5,-3,-4,96,5,-4,8,0.8,0.3
O=C(OCC(=O)N1CCCCC1)c1cccs1,.,-7,.,.,.,9,.,0.8,1.4
Cc1noc(C)c1COc1ccc(C(=O)N2CCN(c3ccccc3O)CC2)cc1,.,-3,.,.,.,-4,.,0.5,1.1
COc1cccc(NC=C2C(=O)OC(C)(C)OC2=O)c1,-8,-3,0,99,0,-5,-1,2.9,2.5
Cc1[nH]c(=O)[nH]c1C(=O)CCCCC(=O)OCC(=O)Nc1ccccn1,-1,-6,1,104,-11,-3,-2,-0.1,0.0
c1ccc(Oc2ncnc3sccc23)cc1,-14,-4,1,97,-4,7,-32,-1.2,-0.8
Cc1cc(-c2ccc(C)c(S(=O)(=O)Nc3cccc(CN4CCCC4)c3)c2)on1,-21,-8,9,114,4,1,-2,1.6,0.1
CCOC(=O)c1cc2c(nc1NC(=S)NCc1ccccc1)CCCC2,-10,-8,7,93,-4,-4,12,-0.7,0.5
CC(=O)c1sc(C(C)(C)C)cc1NC(=O)c1ccccc1C(=O)O,-13,-8,-2,96,0,-5,10,0.6,0.0
COC(=O)CC1SC(=O)NC1=Nc1ccc(C)cc1 (stereo unspecified),0,-4,9,109,1,-5,-4,-1.0,0.2
# The list goes on:
SMILES,GPR7 antag,GalR3 antag,MEKK2 mut-MEK5,MEKK2 WT-MEK5,PfM18AAP inh,OXTR potentiator,NALP1 inh,OXTR ag,V1R ag counter
CCN(CC(=O)NCc1cccs1)C(=O)c1ccc(S(=O)(=O)N(C)c2ccccc2)cc1,.,-7,.,.,.,-9,.,2.8,1.3
CC1CCCN(S(=O)(=O)c2ccc(C(=O)Nc3ccccc3-c3nc4ccccc4[nH]3)cc2)C1 (stereo unspecified),-6,-10,0,107,-5,-5,18,-0.7,0.2
CCCc1cc(C(=O)OC)c(NC(=O)OCC)s1,-8,.,-5,92,-3,-2,36,-1.9,0.7
COC(=O)CCC/C=C1/SCC(NC(=O)c2ccccc2)C1O (stereo unspecified),-7,4,3,96,-11,-9,3,0.4,-0.1
CN(C)S(=O)(=O)c1cccc(COc2cccnc2[N+](=O)[O-])c1,-15,-4,-1,98,3,-6,-10,3.4,4.0
COc1ccnc(N=CNOCc2cccc(Cl)c2Cl)c1C#N,-6,2,14,103,-10,-4,8,-0.9,-0.1
O=S(=O)(O)c1ccc(SCc2ccccc2)nc1,.,0,.,.,.,-4,.,-0.7,1.4
COc1ccc(Cc2noc(CN(C)CCc3ccccc3)n2)cc1OC,19,-8,-12,80,-5,-4,15,2.0,1.1
O=C(Nc1ccc(OC(F)(F)F)cc1)Oc1ccccc1N1CCCCC1,-19,-5,5,106,-11,-19,.,4.5,5.1
Cc1cc(OCC(=O)N2CCCC2)ccc1Cl,-7,-1,5,103,-1,-11,13,0.0,1.0
COc1ccc(C(=O)Nc2cc(Cl)ccc2OC(=O)c2ccc(OC)cc2)cc1,0,.,-2,98,1,-10,19,-1.3,0.7
O=C(N/N=C/c1cc(Cl)cc(Cl)c1O)c1ccncc1,-8,10,-3,102,8,-10,-26,29*,28*
CCCCn1c(O)c(N=Nc2ccccc2O)c2ccccc21,.,0,.,.,.,-4,.,7.9,6.1
Cn1c(CNc2cccc(Cl)c2)nnc1SCC#N,-6,-3,-2,94,1,3,-5,0.1,-0.2
N#Cc1ccc(-c2ccc(F)cc2)nc1Sc1ccc(F)cc1,12,-5,-4,96,-5,-12,-10,0.5,0.6
Nc1cccc([N+](=O)[O-])c1,11,-3,-4,98,-9,-3,10,0.0,1.0
CCN(CC(=O)NCc1cccs1)C(=O)c1cc(S(=O)(=O)N2CCCCC2)ccc1Cl,.,-6,.,.,.,-1,.,-2.1,-0.6
O=C(CSC1CC(=O)N(c2ccc(C(=O)O)cc2)C1=O)Nc1ccc(Cl)cc1 (stereo unspecified),-15,-4,0,103,-31,-5,9,1.2,2.9
COC(=O)C1CCN(C(=O)Cc2ccc(OC)c(OC)c2)CC1,-12,-3,-6,88,0,-9,-2,0.2,1.6
O=C(OCc1cc(=O)n2cc(Br)ccc2n1)c1ccc(Cl)c(S(=O)(=O)NCc2ccccc2)c1,-9,-5,-2,100,-12,-5,40,0.0,-0.2
Cc1nc(CSc2nsc(/C=C/N(C)C)c2C#N)cs1,-11,-2,-10,86,1,.,1,.,.
CCOc1ccc(C2(C)CC(=O)N(C)C2=O)cc1 (stereo unspecified),-18,-7,8,113,-5,-1,7,-1.0,0.1
CCOC(=O)c1cccc(NC(=O)c2cccnc2)c1,-7,-6,6,105,5,-5,10,-0.4,0.0
CCCCCCCCCn1cc(C(C)=O)c(=O)[nH]c1=O,3,-6,-2,100,1,-5,11,0.2,-0.3
O=C(CSc1ccc(F)cc1)NC12CC3CC(CC(C3)C1)C2,-11,6,-6,80,-7,-18,13,-2.5,-1.0
# Following part
SMILES,GPR7 antag,GalR3 antag,MEKK2 mut-MEK5,MEKK2 WT-MEK5,PfM18AAP inh,OXTR potentiator,NALP1 inh,OXTR ag,V1R ag counter
Cc1occc1C(=O)N(C)Cc1nc(-c2ccc(Cl)cc2)no1,8,-7,-5,98,-2,-14,14,3.2,7.8
O=S(=O)(c1ccc(Br)s1)N1CCN(c2ccc(F)cc2)CC1,15,-11,-15,88,15,-14,-37,-0.7,0.2
COC(=O)c1ccc(O)c(Sc2cc(C(=O)OC)ccc2O)c1,-11,-2,.,.,11,-20,40,9.3,8.2
CCCCOC(=O)C(C)Nc1n[nH]c(=S)[nH]c1=O (stereo unspecified),-3,-3,-3,96,-23,-6,-5,-0.2,-1.3
CCOC(=O)C1CCN(C(=O)CCc2nnc3ccc(NCCCN4CCCC4=O)nn23)CC1,1,2,4,93,4,-21,-17,-1.4,-0.6
CNC(=O)c1ccccc1Nc1ccc(SC(F)F)cc1,7,-8,0,102,4,-5,26,-0.4,3.5
CC1(C)CC(CC(=O)NNc2nc(-c3ccccc3)cs2)C(=O)O1 (stereo unspecified),-2,-2,4,106,34*,0,11,-0.7,0.1
Cc1cccc(-n2c(C)nc3cc(C(=O)NCC4CCCO4)ccc32)c1 (stereo unspecified),4,-6,0,97,2,-1,9,0.8,0.7
COc1cccc(NC(=O)c2cc(-c3ccc(OC)cc3OC)nc3ccccc23)c1,.,-3,.,.,.,-14,.,-1.8,-0.2

# Whole records, quoted from the list:
# Record of `CC1(C)CC(CC(=O)NNc2nc(-c3ccccc3)cs2)C(=O)O1` (stereo unspecified) : GPR7 antag = -2; GalR3 antag = -2; MEKK2 mut-MEK5 = 4; MEKK2 WT-MEK5 = 106; PfM18AAP inh = 34*; OXTR potentiator = 0; NALP1 inh = 11; OXTR ag = -0.7; V1R ag counter = 0.1
# Record of `O=S(=O)(c1ccc(Br)s1)N1CCN(c2ccc(F)cc2)CC1` : GPR7 antag = 15; GalR3 antag = -11; MEKK2 mut-MEK5 = -15; MEKK2 WT-MEK5 = 88; PfM18AAP inh = 15; OXTR potentiator = -14; NALP1 inh = -37; OXTR ag = -0.7; V1R ag counter = 0.2
# Record of `CCOC(=O)C1CCN(C(=O)CCc2nnc3ccc(NCCCN4CCCC4=O)nn23)CC1` : GPR7 antag = 1; GalR3 antag = 2; MEKK2 mut-MEK5 = 4; MEKK2 WT-MEK5 = 93; PfM18AAP inh = 4; OXTR potentiator = -21; NALP1 inh = -17; OXTR ag = -1.4; V1R ag counter = -0.6

# A different layout for part of the listing above:
structure	GPR7 antag	GalR3 antag	MEKK2 mut-MEK5	MEKK2 WT-MEK5	PfM18AAP inh	OXTR potentiator	NALP1 inh	OXTR ag	V1R ag counter
Cc1occc1C(=O)N(C)Cc1nc(-c2ccc(Cl)cc2)no1	8	-7	-5	98	-2	-14	14	3.2	7.8
COC(=O)c1ccc(O)c(Sc2cc(C(=O)OC)ccc2O)c1	-11	-2	.	.	11	-20	40	9.3	8.2
CCOC(=O)C1CCN(C(=O)CCc2nnc3ccc(NCCCN4CCCC4=O)nn23)CC1	1	2	4	93	4	-21	-17	-1.4	-0.6
CCCCOC(=O)C(C)Nc1n[nH]c(=S)[nH]c1=O (stereo unspecified)	-3	-3	-3	96	-23	-6	-5	-0.2	-1.3
CNC(=O)c1ccccc1Nc1ccc(SC(F)F)cc1	7	-8	0	102	4	-5	26	-0.4	3.5
